D1 potentiator = Potentiators of Human D1 Dopamine Receptor: qHTS | D(1A) dopamine receptor (Homo sapiens), P21728 | HEK293 TREx D1 cells, calcium flux, dopamine EC20 potentiation | potentiation, % at 10 µM | 360,000 tested, 0.036% active | AID 504651, 2011; in the data active means potentiation above about 30%; further: 0% is about no effect
Target sequence (P21728 whole entry, looked up): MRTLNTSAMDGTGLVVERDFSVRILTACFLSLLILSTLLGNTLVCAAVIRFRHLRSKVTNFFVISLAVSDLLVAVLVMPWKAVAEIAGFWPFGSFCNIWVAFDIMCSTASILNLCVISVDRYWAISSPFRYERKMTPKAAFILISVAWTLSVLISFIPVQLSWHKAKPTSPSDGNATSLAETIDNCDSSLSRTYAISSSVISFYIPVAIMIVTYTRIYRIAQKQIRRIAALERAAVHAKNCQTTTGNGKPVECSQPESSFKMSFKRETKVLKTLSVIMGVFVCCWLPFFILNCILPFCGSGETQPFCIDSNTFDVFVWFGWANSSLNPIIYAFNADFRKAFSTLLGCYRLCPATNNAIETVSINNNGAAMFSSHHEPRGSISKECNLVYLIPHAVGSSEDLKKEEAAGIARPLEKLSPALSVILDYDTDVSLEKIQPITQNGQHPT
D1 agonist = Allosteric Agonists of the Human D1 Dopamine Receptor: qHTS; D(1A) dopamine receptor (Homo sapiens), P21728; 360,000 tested, 1% active; activation, % at 2 µM; HEK293 T-REx D1 cells, calcium flux, agonist mode; in the data active means activation above about 30%; further: 0% is about no effect
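Inducible HEK293 T-REx D1 cells, force-coupled to calcium signalling, were plated at 4000 cells/well with tetracycline and held overnight at 30 C. After no-wash calcium dye loading, compound-evoked calcium rise over 180 s flagged agonists.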
D2 potentiator = HTS Assay for Positive Allosteric Modulators of the Human D2 Dopamine Receptor: Primary Screen for Potentiators | HEK293 T-REx D2, calcium flux, EC20 dopamine potentiation | potentiation, % at 10 µM | 340,000 tested, 0.34% active | AID 485347, 2010;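 active means potentiation over 3 SD above the plate norm, cut at about 30% in these data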; further: 0% is about no effect
Target sequence (P14416 whole entry, looked up): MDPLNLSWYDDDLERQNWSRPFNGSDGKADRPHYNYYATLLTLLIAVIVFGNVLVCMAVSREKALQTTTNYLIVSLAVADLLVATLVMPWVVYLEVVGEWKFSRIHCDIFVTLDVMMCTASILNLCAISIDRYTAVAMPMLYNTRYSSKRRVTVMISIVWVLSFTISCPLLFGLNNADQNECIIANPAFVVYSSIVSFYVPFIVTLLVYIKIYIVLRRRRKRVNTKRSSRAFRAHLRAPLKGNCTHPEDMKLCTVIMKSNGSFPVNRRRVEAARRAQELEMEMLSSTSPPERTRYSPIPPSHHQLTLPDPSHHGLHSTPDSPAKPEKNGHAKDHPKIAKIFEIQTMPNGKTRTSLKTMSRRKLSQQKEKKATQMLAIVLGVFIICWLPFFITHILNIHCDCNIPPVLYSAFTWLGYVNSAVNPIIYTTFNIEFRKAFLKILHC
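Cells plated with tetracycline inducer and held overnight at 30 C; calcium dye loaded 30–90 min at room temperature; baseline taken, compound added and read 180 s; EC20 dopamine then added and read 180 s.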
RXFP1 antagonist = qHTS Assay for Antagonists of the Relaxin Receptor RXFP1; Relaxin receptor 1 (Homo sapiens), Q9HBX9; HEK293-RXFP1, relaxin-stimulated cAMP HTRF, 30 min; active compounds read low; activity change, negative = inhibition, % at 57.5 µM; 350,000 tested, 0.59% active; AID 1259400, 2018;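 active means activity change of -60% or lower, but not beyond a set lower limit; inconclusive means change between -60% and -40%, or beyond the set limit; inactive means change above -40%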; further: on the % scale 0 is the no-effect control and ±100 the full control effect
Vif-APOBEC3F blk = qHTS for Inhibitors of Vif-A3F Interactions: qHTS; HeLa A3F-eYFP + Vif (tagged APOBEC3F with the HIV-1 protein that degrades it), YFP fluorescence increase; Potency, µM (top dose mostly 46.1 µM), inactives show at the highest dose activity, negative = active; 390,000 tested, 0.2% active; AID 602313, 2012; further: potency means the concentration at half of the fitted maximal effect; % of control where 0% means no effect; nearly all actives have a fitted effect of over 65% in size
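Fluorescence increase (Ex 488/Em 500-530) after overnight compound treatment at 37 deg C flags inhibition of Vif-driven A3F-eYFP loss in stable HeLa A3F-eYFP/Vif cells seeded overnight beforehand.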
Glioma ERSR ind = qHTS for Inducers of the Endoplasmic Reticulum Stress Response (ERSR) in Human Glioma: qHTS | U87-MG GRP78 promoter luciferase reporter, 16 h | Potency, µM, for inactives: at the highest dose activation, actives largely listed as activators | 420,000 tested, 0.02% active | AID 602332, 2012; further: potency means the concentration at half of the fitted maximal effect; series mostly up to about 76 µM; % of control where 0% means no effect; nearly all actives have a fitted effect of over 35% in size
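Stably transfected U87-MG glioma cells carrying a GRP78-based luciferase sensor; 16 h compound incubation. Luminescence end-point read 10 min after Bright-Glo addition at room temperature.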
Vif-APOBEC3G blk = qHTS for Inhibitors of Vif-A3G Interactions: qHTS; Potency, µM (highest dose often 46.1 µM), inactives show at the top dose activity, negative = active, hits mostly inhibitors; DNA dC->dU-editing enzyme APOBEC-3G (Homo sapiens), Q9HC16; AID 602310, 2012; HeLa A3G-eYFP + Vif (tagged APOBEC3G with the HIV-1 protein that degrades it), YFP fluorescence, overnight; 410,000 tested, 0.076% active;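 further: potency means the concentration at half of the fitted maximal effect; on the % scale 0 is the no-effect control and ±100 the full control effect; nearly all actives have a fitted effect of over 60% in size; hits raise eYFP signal because A3G escapes Vif-driven loss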
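Read-out is eYFP fluorescence (Ex 488/Em 500-530) from Vif-expressing HeLa A3G-eYFP cells; more signal means A3G escaped Vif-mediated degradation. Cells plated overnight, compound pinned in, incubated overnight at 37 deg C.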
RXFP1 ag = qHTS Assay for Agonists of the Relaxin Receptor RXFP1. Relaxin receptor 1 (Homo sapiens), Q9HBX9. HEK293T-RXFP1 cAMP TR-FRET, 30 min; response scale: percent of porcine relaxin response, buffer zero. Potency, µM (highest dose often 57.5 µM), without a hit: top-dose activation, usual class: activators. 370,000 tested, 0.3% active. AID 2676, 2010; further: potency means the concentration at half of the fitted maximal effect; on the % scale 0 is the no-effect control and ±100 the full control effect; nearly all actives have a fitted effect of over 60% in size; many of its hits are not listed in these tables
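cAMP rise read by TR-FRET after 30 min, 37C compound exposure (up to 58 uM) in RXFP1-transfected HEK293 cells with Ro 20174 present. EC50 from Hill-equation fits, with 29 nM porcine relaxin as 100% and buffer as basal.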
D1 antag = Antagonist of Human D 1 Dopamine Receptor: qHTS | D(1A) dopamine receptor (Homo sapiens), P21728 | HEK293 TREx D1 cells, calcium flux, dopamine EC80; active compounds read low | activity change, negative = inhibition, % at 10 µM | 360,000 tested, 3.2% active | AID 504652, 2011; in the data active means activity change below about -30%; further: on the % scale 0 is the no-effect control and ±100 the full control effect
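Tetracycline-induced HEK293 Trex D1 cells, force-coupled to calcium, dye-loaded; compounds added and read 180 s, then EC80 dopamine added and calcium flux tracked kinetically another 180 s.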
Starred values were filed as active, the others as inactive; u = inconclusive; x = no result given; & = joins results of further samples. Unless noted, the call rests on the fitted dose curve; in most records, active means well fitted curve in the direction sought with a large enough effect; inconclusive means small, poorly fitted or top-dose-only effect, or another doubt; inactive means no such curve, though single readings can be large; an effect the other way counts as inactive or inconclusive. Not all compounds are listed, so the mix of outcomes need not match the whole.

1. COC(=O)c1sc(N2C(=O)c3oc4ccc(C)cc4c(=O)c3C2c2ccc(OC)cc2)nc1C (configuration not stated)
2. CN(CC(=O)Nc1ccc(Cl)c(C(F)(F)F)c1)C(=O)c1cc(-c2ccncc2)nc2ccccc12
3. CSCCC(NC(=O)c1cc(C(C)(C)C)oc1C)C(=O)O (configuration not stated)
4. Nc1cc(=O)nc(SCC(=O)Nc2ccc(F)cc2)n1CCc1ccccc1
5. Cc1ccc(-c2nnc(-c3ccc4ccccc4c3)o2)cc1
6. COC(=O)Cc1cccc2c(=O)c3ccccc3oc12
7. N#Cc1ccsc1NC(=O)C1CC(=O)N(Cc2ccccc2)C1 (configuration not stated)
8. CCOC(=O)c1c(C)n(CCOc2ccccc2)c2ccc(O)cc12

screen / no.,1,2,3,4,5,6,7,8
D1 potentiator,-1.8,-9.6,-1.0,-2.1,x,-0.9,-5.5,2.8
D1 agonist,1.9,6.2,-0.3,1.0,x,1.2,0.6,1.5
D2 potentiator,x,-16.0,-1.8,13.8,x,x,-0.6,0.1
RXFP1 antagonist,-8.7,7.6,4.4,-8.1,-8.7,-12.0,8.6,-12.1
Vif-APOBEC3F blk,-1.8%,-3.6%,0.6%,-2.4%,-20.9%,-3.2%,8.8%,12.3%
Glioma ERSR ind,-1.5%,-5.4%,-1.5%,-1.9%,0.1%,-2.7%,-1.9%,-1.4%
Vif-APOBEC3G blk,1.1%,-6.9%,0.2%,-1.9%,0.7%,-2.0%,-4.5%,1.1%
RXFP1 ag,9.9%,1.5%,0.7%,1.6%,x,0.7%,0.6%,0.6%
D1 antag,15.7,-10.2,14.4,-9.1,x,20.7,-3.4,4.2

9. CCOC(=O)c1c(NC(=O)Nc2ccc(C)cc2)sc2c1CCN(C)C2
10. CC(=O)OC1COC(N2CCc3ccccc32)C(OC(C)=O)C1OC(C)=O (configuration not stated)
11. O=CN1CCN(C(=O)c2ccccc2Cl)CC1
12. Cc1cc(-c2ccc(C)c(S(=O)(=O)N(C(C)C)C3CCCCC3)c2)on1
13. N#CC1=C2N=C(N)c3c(sc4c3CCCCC4)N2C2=C(C(=O)CCC2)C1c1ccccc1 (configuration not stated)
14. Cc1ccc(NC(=O)CN2CCCN(Cc3ccccc3Cl)S2(=O)=O)c(C)c1
15. COc1cc(OC)c(S(=O)(=O)Nc2ccccc2C(=O)O)cc1S(=O)(=O)Nc1ccccc1C(=O)O
16. COc1ccc(Cc2c(N)nc(N)nc2N)cc1

screen / no.,9,10,11,12,13,14,15,16
D1 potentiator,-9.3,1.2,0.1,-1.7,-8.3,-1.3,-2.1,-9.4
D1 agonist,2.8,1.4,0.3,7.5,1.5,6.9,1.4,4.1
D2 potentiator,-16.7,0.8,1.7,0.6,3.7,-16.8,2.7,6.6
RXFP1 antagonist,7.2,2.0,1.1,-10.6,21.3,-17.1,6.1,5.7
Vif-APOBEC3F blk,u,3.1%,0.8%,3.0%,-10.7%,-1.2%,2.3%,-8.2%
Glioma ERSR ind,4.1%,-4.2%,-1.2%,-2.7%,2.0%,-2.4%,-1.8%,9.4%
Vif-APOBEC3G blk,-1.7%,0.5%,-0.2%,-4.3%,-10.8%,2.2%,1.8%,-2.5%
RXFP1 ag,3.6%,0.1%,0.1%,-1.6%,0.6%,-0.2%,-0.3%,0.6%
D1 antag,-17.9,7.7,x,0.9,3.2,-11.4,0.2,-14.6

17. Cc1ccc(CN2C(=O)C(C)(C)Oc3ccc(C(=O)N4CCCCC4)cc32)cc1
18. COc1ccc(Nc2nnc(C)c(=O)[nH]2)c(OC)c1
19. CCC(COC(=O)Nc1cccc(C)c1C)NC(=O)OCC(C)C (configuration not stated)
20. O=C(C1=C[C@H](c2ccc3c(c2)OCO3)C[C@H](OCCCCO)O1)N1CCN(Cc2ccc3c(c2)OCO3)CC1
21. CC(=O)NC(c1ccc(F)cc1)c1cccnc1 (configuration not stated)
22. CC12CCC(=O)N1C(C(=O)Nc1nnc(SCc3ccccc3F)s1)CS2 (configuration not stated)
23. CCc1nnc(NC(=O)CSc2nccn2Cc2ccc(C)cc2)s1
24. CCOC(=O)c1c(S(=O)(=O)NCC(=O)N2CCN(c3cc(C)ccc3C)CC2)c(C)n(C)c1C

screen / no.,17,18,19,20,21,22,23,24
D1 potentiator,2.4,-0.2,-0.1,-4.8,1.4,-3.2,3.9,0.0
D1 agonist,-0.5,2.9,-0.2,21.2,-0.3,2.0,2.7,3.4
D2 potentiator,2.2,-4.2,-2.7,x,-9.8,-7.4,5.5,x
RXFP1 antagonist,-13.0,-27.6,-5.5,x,2.3,-15.7,-4.3,-1.8
Vif-APOBEC3F blk,-8.9%,u,-7.4%,0.8%,-1.2%,8.5%,0.2%,-3.8%
Glioma ERSR ind,3.0%,-1.7%,-5.2%,0.8%,-1.1%,3.7%,-2.2%,-2.2%
Vif-APOBEC3G blk,0.9%,-10.1%,2.8%,2.8%,2.1%,0.5%,3.2%,-5.2%
RXFP1 ag,1.5%,2.5%,-0.2%,-0.7%,-4.0%,-0.6%,0.6%,-1.0%
D1 antag,-16.9,13.9,-5.8,-18.6,-4.8,-13.4,0.0,7.1

25. CC(=O)c1cccc(NC(=O)CN(C)S(=O)(=O)c2cccc3nsnc23)c1
26. COc1ccccc1NC(=O)C1=C(C)Nc2c(C(=O)Nc3cccc(C)c3)cnn2C1c1ccccc1Cl (configuration not stated)
27. Cc1ccc2oc(-c3cccc(N)c3)nc2c1
28. Cc1cccc(C)c1OCc1nnc(SCC(=O)Nc2ccc(N3CCOCC3)cc2)o1
29. O=C1C=C(N2CCOCC2)c2cccc3cccc1c23
30. CCOc1cc2c(cc1OCC)C(C(=O)O)C(c1ccc(OC)c(O)c1)N(C)C2=O (configuration not stated)
31. COc1ccc(/C=C/C(=O)O)cc1S(=O)(=O)N1CCC(C)CC1
32. Cc1ccc(S(=O)(=O)c2nnn3c2nc(N2CCCCC2)c2sccc23)cc1

screen / no.,25,26,27,28,29,30,31,32
D1 potentiator,-7.7,2.2,-0.1,x,x,-3.5,-4.4,-1.1
D1 agonist,2.6,4.0,0.8,41.1*,x,1.4,2.4,4.0
D2 potentiator,-4.4,6.0,-12.0,0.8,x,-25.6,14.1,5.7
RXFP1 antagonist,5.1,-1.2,-7.2,-6.0,4.0,18.5,5.2,-15.1
Vif-APOBEC3F blk,-0.6%,-1.8%,-12.7%,-1.3%,0.1%,x,3.1%,0.1%
Glioma ERSR ind,-3.7%,-2.6%,-10.4%,-1.9%,-2.7%,-5.2%,-4.6%,-4.3%
Vif-APOBEC3G blk,2.6%,-2.4%,-8.5%,-7.6%,-7.7%,0.8%,-1.6%,0.1%
RXFP1 ag,-2.5%,-1.1%,8.1%,-0.4%,x,3.5%,0.4%,8.9%
D1 antag,-9.9,5.4,5.4,9.4,x,21.3,3.8,-3.2

Grouped by structure, the compounds so far containing a cyano group.
7. N#Cc1ccsc1NC(=O)C1CC(=O)N(Cc2ccccc2)C1 (configuration not stated)
13. N#CC1=C2N=C(N)c3c(sc4c3CCCCC4)N2C2=C(C(=O)CCC2)C1c1ccccc1 (configuration not stated)

screen / no.,7,13
D1 potentiator,-5.5,-8.3
D1 agonist,0.6,1.5
D2 potentiator,-0.6,3.7
RXFP1 antagonist,8.6,21.3
Vif-APOBEC3F blk,8.8%,-10.7%
Glioma ERSR ind,-1.9%,2.0%
Vif-APOBEC3G blk,-4.5%,-10.8%
RXFP1 ag,0.6%,0.6%
D1 antag,-3.4,3.2

Other results
33. Nc1c(C(=O)c2ccccc2)sc2nsc(SCCN3CCOCC3)c12
34. COCC(=O)N1CCC(Oc2ccc(C(=O)N3C[C@@H](C)O[C@@H](C)C3)cc2)CC1
35. O=C(NCc1ccc(F)cc1)C1CCCN(c2cnccn2)C1 (configuration not stated)
36. CCCC(=O)CN1C(=O)C2(OCCO2)c2ccccc21
37. Cc1ccc(S(=O)(=O)Nc2ccccn2)cc1[N+](=O)[O-]
38. O=C(COC(=O)COc1ccc(Cl)cc1)NCCCc1ccccc1
39. CCCCN1C2CCCC1CC(NC(=O)c1cccc(Cl)c1)C2 (configuration not stated)
40. Cn1c(SCc2ccccc2Br)nc2ccccc2c1=O
41. O=C(NCCOc1ccccc1)c1n[nH]c(=O)c2ccccc12
42. C=CCN1c2ccccc2[C@]23C[C@@H](C(=O)OC)N(C(C)=O)C2=NC(C(=O)OC)=C(C(=O)OC)[C@H]13
43. CCCOC(=O)c1c(-c2ccccc2)nc(CC)c(C(=O)SCC)c1CCC

screen / no.,33,34,35,36,37,38,39,40,41,42,43
D1 potentiator,4.0,-4.2,8.0,8.0,3.1,x,-3.4,1.4,-4.7,1.9,-1.4
D1 agonist,194.4*,1.7,2.4,-0.3,3.4,x,0.6,7.1,0.2,9.2,-1.5
D2 potentiator,-3.6,14.2,11.1,36.0*,-2.8,x,-23.9,2.9,x,2.6,4.6
RXFP1 antagonist,-21.0,-0.2,-11.1,-1.5,-5.8,-4.9,1.6,-1.4,1.8,x,x
Vif-APOBEC3F blk,3.55µM*,0.3%,8.4%,5.5%,-0.2%,11.0%,2.9%,3.9%,-14.4%,-7.4%,-0.5%
Glioma ERSR ind,5.7%,-0.7%,-4.7%,-4.1%,-4.4%,-4.8%,-5.0%,2.4%,-0.4%,-6.8%,-3.8%&-1.5%
Vif-APOBEC3G blk,u,-1.9%,1.3%,3.5%,2.0%,0.3%,1.3%,-0.6%,-0.4%,0.6%,-0.7%
RXFP1 ag,0.2%,1.5%,3.0%,1.1%,-2.8%,x,2.0%,0.6%,2.3%,-2.6%,-0.4%
D1 antag,-42.2*,-7.5,-14.5,-15.4,10.8,x,-34.7*,3.7,-24.6,-12.3,-48.0*

High-throughput results (PubChem BioAssay)
